Screening data (PubChem)
NSD2 inh: NSD2 histone methyltransferase inhibitors, primary screen, biochemical, AlphaScreen, single concentration, set 2. Histone-lysine N-methyltransferase NSD2 (Homo sapiens), O96028. NSD2 peptide methylation, 120 min. inhibition, % at 12.5 µM. hit rate 0.54% among 310,000. AID 743445, 2014; in the data active means inhibition above about 50%
Target sequence (O96028 whole entry, looked up): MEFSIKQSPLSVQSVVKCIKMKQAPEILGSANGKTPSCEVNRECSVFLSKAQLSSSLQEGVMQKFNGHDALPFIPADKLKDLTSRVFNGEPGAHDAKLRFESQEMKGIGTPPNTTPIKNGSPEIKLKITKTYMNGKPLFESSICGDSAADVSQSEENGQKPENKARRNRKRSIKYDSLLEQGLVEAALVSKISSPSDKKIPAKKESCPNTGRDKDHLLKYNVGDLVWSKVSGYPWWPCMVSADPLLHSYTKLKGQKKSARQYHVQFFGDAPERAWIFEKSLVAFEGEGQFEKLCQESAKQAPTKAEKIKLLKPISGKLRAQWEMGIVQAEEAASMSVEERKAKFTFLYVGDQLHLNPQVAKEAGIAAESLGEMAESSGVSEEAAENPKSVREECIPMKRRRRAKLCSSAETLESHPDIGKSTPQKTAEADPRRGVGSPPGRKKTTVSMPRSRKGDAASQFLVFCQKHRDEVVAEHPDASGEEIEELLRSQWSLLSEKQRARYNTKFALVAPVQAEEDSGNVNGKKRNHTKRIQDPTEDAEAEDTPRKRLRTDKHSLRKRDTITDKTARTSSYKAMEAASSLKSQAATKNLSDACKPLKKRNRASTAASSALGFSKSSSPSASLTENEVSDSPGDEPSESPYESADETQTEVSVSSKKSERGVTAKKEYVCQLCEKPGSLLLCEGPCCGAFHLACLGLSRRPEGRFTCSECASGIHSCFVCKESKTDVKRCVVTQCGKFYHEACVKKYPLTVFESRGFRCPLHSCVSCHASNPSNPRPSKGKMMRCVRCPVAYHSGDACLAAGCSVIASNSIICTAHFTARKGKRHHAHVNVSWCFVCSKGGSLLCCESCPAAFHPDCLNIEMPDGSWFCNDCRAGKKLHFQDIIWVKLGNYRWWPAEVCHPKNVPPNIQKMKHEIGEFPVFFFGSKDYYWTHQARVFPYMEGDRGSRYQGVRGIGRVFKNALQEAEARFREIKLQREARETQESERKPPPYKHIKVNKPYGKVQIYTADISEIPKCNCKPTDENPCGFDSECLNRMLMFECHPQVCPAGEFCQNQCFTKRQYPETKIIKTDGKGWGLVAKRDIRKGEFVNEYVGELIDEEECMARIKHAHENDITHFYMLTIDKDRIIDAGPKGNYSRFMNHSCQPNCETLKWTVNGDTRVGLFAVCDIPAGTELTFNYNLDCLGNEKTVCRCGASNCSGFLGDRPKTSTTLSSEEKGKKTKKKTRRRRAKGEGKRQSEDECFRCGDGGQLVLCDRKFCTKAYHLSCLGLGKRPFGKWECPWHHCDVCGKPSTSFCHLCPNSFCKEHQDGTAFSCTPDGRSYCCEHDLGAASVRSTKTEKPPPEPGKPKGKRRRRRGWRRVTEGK
* marks the source's active call; other numbers are inactive results.

SMILES	NSD2 inh
Cc1cc(F)ccc1-c1cc(C(=O)NCC2CCCCC2)[nH]n1	-4
CN(C)CC(c1ccc(O)cc1)C1(O)CCCCC1 (stereo unspecified)	-13
O=C(Nc1cccc(Cl)c1Cl)c1csc([C@H]2C[C@H](O)[C@@H](CO)O2)n1	-2
COc1ccc(-c2cc(=O)c3cccc(CC(=O)O)c3o2)cc1	-3
CC1(C(=O)NCc2ccc3c(c2)OCO3)CCN1C(=O)C1(c2ccc(Cl)cc2)CC1 (stereo unspecified)	9
CC(=O)Nc1ccc(C(=O)N2CCCC(c3cc(C(=O)Nc4ccccc4)no3)C2)cc1 (stereo unspecified)	-1
CC(=O)C1CCC2C(CCC3=CC(=O)CCC32)C1 (stereo unspecified)	0
CC1(C(=O)NS(=O)(=O)c2cccc(OC(F)F)c2)CCN1C(=O)c1ccccc1 (stereo unspecified)	-6
CCOC(=O)C1(C)CCCCN1C(=O)c1ccc(F)c(C)c1 (stereo unspecified)	-1
COc1ccc(-c2coc3c(C(=O)NCC(C)C)cccc23)c(C)c1	-1
OC[C@@H]1CN(Cc2ccc(F)cc2)C[C@H](n2cnc3c(NCc4ccncc4)ncnc32)O1	-3
COc1ccc(-c2cc(NC=O)c3ncc(-c4ccccc4)n3c2)cc1OC	4
OC(c1ccccc1)c1nc(-c2cccs2)cs1 (stereo unspecified)	8
O=C(NCc1cccc(F)c1)Nc1nnc([C@@H]2C[C@H](O)[C@@H](CO)O2)s1	-1
CC1(C(=O)NCc2ccccc2)CN(S(C)(=O)=O)CC(=O)N1CC(F)(F)F (stereo unspecified)	-2
OCc1cccc(-c2csc(C(O)c3ccccc3)n2)c1 (stereo unspecified)	0
Cc1ccc(S(=O)(=O)c2nc(-c3ccccc3F)oc2N2CCN(C)CC2)cc1	12
O=C(Cc1ccccc1)c1c[nH]c(C(=O)NCCCn2ccnc2)c1	-2
COc1ccc(CN(CCN2CCOCC2)C(=O)c2ccc(C)cc2)cc1OC	7
CCc1ccc(C2CC3C(CN2S(=O)(=O)c2ccc(C)cc2)[C@@H](O)C[C@@H](c2ccc(CC)cc2)N3S(=O)(=O)c2ccc(C)cc2)cc1 (stereo partly specified)	-3
Cc1ccc(CNC(=O)CC2Nc3c4ccccc4nc(=S)n3C2=O)cc1 (stereo unspecified)	2
Cc1ccc(C(=O)C2CCN(CC(=O)NC(C)C)CC2)cc1	3
O=C(NCc1cccnc1)c1cc(C2CCCCN2S(=O)(=O)c2cccs2)on1 (stereo unspecified)	-3
Cn1c(SCC2CCC2)nnc1-c1ccco1	1
Cc1ccc(Oc2ccc(OCC(=O)Nc3ccncc3)cc2)cc1	1

Continued.
SMILES	NSD2 inh
CCC(=O)N1CCc2cc(Br)c(S(=O)(=O)NCCCN(CC)Cc3ccccc3)cc21	1
Cc1onc(-c2ccccc2)c1C(=O)N1CCN(C(=O)C(=O)c2cccc(C(F)(F)F)c2)CC1	-1
O=C(CSc1nnc(-c2ccc(Cl)cc2)n1Cc1ccco1)Nc1ccc(S(=O)(=O)Nc2nccs2)cc1	-1
O=C(NC(c1ccc(F)cc1)c1ccc2ccccc2n1)C1CCN(Cc2ccc3ccccc3n2)CC1 (stereo unspecified)	-2
O=C(NCc1ccccc1)C1CCCC1	-1
CC(C)NC(=O)C1(C)Cc2c(-c3ccc(C(N)=O)cc3)ccnc2O1 (stereo unspecified)	1
COc1ccc(-c2cc(C(=O)Nc3ccc(NC(C)=O)cc3)[nH]n2)c(C)c1	10
Cc1cc(=O)c2cc3nc(-c4cccnc4)oc3c(Br)c2o1	3
CS(=O)(=O)N1CCCCC1c1cc(C(=O)Nc2cccc3c2CCCC3)no1 (stereo unspecified)	0
Cc1ccccc1NC(=O)Nc1nc(C2CCC(=O)N2)cs1 (stereo unspecified)	0
OC[C@@H]1CN(Cc2ccccc2)C[C@H](n2cnc3c(NC4CC4)ncnc32)O1	2
CC1(C(=O)NS(=O)(=O)c2ccc(Cl)cc2)CCN1C(=O)Cc1cccc2ccccc12 (stereo unspecified)	-2
CC(C)CC1c2[nH]c3ccccc3c2CCN1C(=O)c1cnccn1 (stereo unspecified)	18
Cc1cc(C)cc(CC(=O)N2CCC2(C)C(=O)NS(=O)(=O)c2ccccc2C)c1 (stereo unspecified)	-1
CC(C)N1CCC1(C)C(=O)Nc1ccccc1OC(F)F (stereo unspecified)	-1
COc1ccc(NC(=O)c2cc(C3CCCCN3C(=O)c3ccccc3)on2)c(C)c1 (stereo unspecified)	0
COc1ccc(-c2ccc(C(=O)NCCc3ccccc3)c3occc23)c(C)c1	-1
COc1ccc(C(=O)CSc2nnc(-c3cccs3)o2)cc1OC	0
COc1ccc(OCCN2CCC(C(=O)NC(c3ccc(Cl)cc3)c3ncccc3C)CC2)cc1 (stereo unspecified)	12
CSc1ncccc1C(=O)N1CCC(C)(C(=O)O)C1 (stereo unspecified)	-5
O=C(Nc1ccc(F)c(Cl)c1)Nc1nnc([C@@H]2O[C@H](CO)[C@@H](O)[C@H]2O)s1	0
Cc1ccc(Cc2c(-c3ccccc3)nc3c4ccccc4ccn23)cc1	2
CC1(C(=O)Nc2cccc(Oc3ccccc3)c2)CCN1Cc1ccccc1Cl (stereo unspecified)	-1
CC(=O)Nc1ccc(CNc2nc(NC(C)C)nc3ccsc23)cc1	-5
Cc1ccc(S(=O)(=O)NCCc2nnc3ccc(SCC(=O)Nc4nc5ccccc5s4)nn23)cc1	-3

(continued)
SMILES	NSD2 inh
CC(C)c1ccc(C(=O)N2CCCCC2c2cc(C(=O)NCc3cccnc3)no2)cc1 (stereo unspecified)	4
CCOc1ccc2nc(NC(=O)C3CC3)sc2c1	-1
CC(=O)Nc1cc(-c2ccc(N3CCN(C)CC3)cc2)cn2c(-c3ccc(F)cc3)cnc12	13
Cn1cc(-c2cnc3c(NC=O)cc(-c4cccc(C(F)(F)F)c4)cn23)cn1	-12
O=CNc1cc(-c2ccccc2Oc2ccccc2)cn2c(-c3ccc(F)cc3)cnc12	0
COc1ccc(N2CCN(C(=O)c3ccc4c(c3)NC(=O)C(CSCc3cccc(F)c3)N4)CC2)cc1 (stereo unspecified)	0
CNc1cncc(-c2cccc(C(=O)NCCN(C)C)c2)n1	1
CC1(C(=O)NS(=O)(=O)Cc2cccc(Cl)c2)CCN1C(=O)CC1CCCC1 (stereo unspecified)	0
CC1(C(=O)NCc2cccc(C(F)(F)F)c2)CCN1CCc1ccccc1 (stereo unspecified)	-5
CCOC(=O)N1CCC(NC(=O)c2cnn3c(C(F)(F)F)cc(-c4cccc(OC)c4)nc23)CC1	4
NC(=O)Cc1cccc(C(=O)c2ccccc2)c1N	-17
COc1cccc(C(O)c2nc(-c3cccc(C#N)c3)cs2)c1 (stereo unspecified)	-3
CCOC(=O)C1(C)CCN1C(=O)c1ccc2c(c1)CCO2 (stereo unspecified)	0
COc1ccc(OC(F)(F)F)cc1CC1(C)C(=O)Nc2cccc(Cl)c21 (stereo unspecified)	-1
CC(C)c1ccc(CC(=O)N2CCC2(C)C(=O)Nc2cccc(C#N)c2)cc1 (stereo unspecified)	-5
CC(=O)N1CCN(C(=O)CCn2nnc3ccccc32)CC1	-3
Cc1ccc(OCCOc2c(Cl)cc(Cl)cc2Cl)c([N+](=O)[O-])n1	-2
N[C@H](C(=O)Nc1ccc(Cl)cc1C(=O)c1ccc[nH]1)c1ccccc1	-1
Cc1c(Br)c([N+](=O)[O-])nn1CC(=O)Nc1ccc(CC#N)cc1	-3
Cc1ccccc1S(=O)(=O)NC(=O)C1(C)CCN1C(=O)c1cccc(F)c1 (stereo unspecified)	2
COc1ccc(C(=O)C[n+]2ccc3c(c2)nc(Cc2ccccc2)n3C)cc1	0
CN(Cc1ccco1)S(=O)(=O)c1ccc2c(c1)CCN2C(=O)CC(C)(C)C	0
COc1ccc(CCNC(=O)Nc2ccc3c(c2)c(=O)n(C)n3Cc2ccc(F)cc2)cc1OC	0
CC(=O)c1cc(-c2ccccc2)n(CC(=O)NCc2ccccc2)c1C	1
CC(=O)Nc1cccc(-c2ccnc3c2CC(C(=O)Nc2cccc(Oc4ccccc4)c2)O3)c1 (stereo unspecified)	-1

An excerpt of these results, field by field.
CC(C)c1ccc(C(=O)N2CCCCC2c2cc(C(=O)NCc3cccnc3)no2)cc1 (stereo unspecified)
- NSD2 inh: 4

CCOc1ccc2nc(NC(=O)C3CC3)sc2c1
- NSD2 inh: -1

Shown in markdown: 17 of the compounds above.
| molecule | NSD2 inh |
| --- | --- |
| CC1(C(=O)NCc2cccc(C(F)(F)F)c2)CCN1CCc1ccccc1 (stereo unspecified) | -5 |
| CCOC(=O)N1CCC(NC(=O)c2cnn3c(C(F)(F)F)cc(-c4cccc(OC)c4)nc23)CC1 | 4 |
| NC(=O)Cc1cccc(C(=O)c2ccccc2)c1N | -17 |
| COc1cccc(C(O)c2nc(-c3cccc(C#N)c3)cs2)c1 (stereo unspecified) | -3 |
| CCOC(=O)C1(C)CCN1C(=O)c1ccc2c(c1)CCO2 (stereo unspecified) | 0 |
| COc1ccc(OC(F)(F)F)cc1CC1(C)C(=O)Nc2cccc(Cl)c21 (stereo unspecified) | -1 |
| CC(C)c1ccc(CC(=O)N2CCC2(C)C(=O)Nc2cccc(C#N)c2)cc1 (stereo unspecified) | -5 |
| CC(=O)N1CCN(C(=O)CCn2nnc3ccccc32)CC1 | -3 |
| Cc1ccc(OCCOc2c(Cl)cc(Cl)cc2Cl)c([N+](=O)[O-])n1 | -2 |
| N[C@H](C(=O)Nc1ccc(Cl)cc1C(=O)c1ccc[nH]1)c1ccccc1 | -1 |
| Cc1c(Br)c([N+](=O)[O-])nn1CC(=O)Nc1ccc(CC#N)cc1 | -3 |
| Cc1ccccc1S(=O)(=O)NC(=O)C1(C)CCN1C(=O)c1cccc(F)c1 (stereo unspecified) | 2 |
| COc1ccc(C(=O)C[n+]2ccc3c(c2)nc(Cc2ccccc2)n3C)cc1 | 0 |
| CN(Cc1ccco1)S(=O)(=O)c1ccc2c(c1)CCN2C(=O)CC(C)(C)C | 0 |
| COc1ccc(CCNC(=O)Nc2ccc3c(c2)c(=O)n(C)n3Cc2ccc(F)cc2)cc1OC | 0 |
| CC(=O)c1cc(-c2ccccc2)n(CC(=O)NCc2ccccc2)c1C | 1 |
| CC(=O)Nc1cccc(-c2ccnc3c2CC(C(=O)Nc2cccc(Oc4ccccc4)c2)O3)c1 (stereo unspecified) | -1 |

Continuation.
SMILES	NSD2 inh
COc1ccc(NC(=O)C2(C)CCCN(C(C)C)C2)cc1F (stereo unspecified)	-1
CC1CCCC(NC(=O)CSc2n[nH]c(=O)n2Cc2ccccc2)C1C (stereo unspecified)	-9
CCc1nc2c(OCc3ccc(C#N)cc3)cccn2c1N(C)C(=O)C(C)C	-4
CSc1nc(=O)n(CCC#N)nc1SC	-6
Cn1c(=O)c2cc(NC(=O)CCc3ccccc3)ccc2n1-c1ccccc1F	-1
CCOC(=O)Nc1ccc(N2CCOCC2)c(S(=O)(=O)Nc2ccc(Cl)cc2)c1	1
CCCC(=O)N1CCCC1(C)C(=O)NCCc1ccccn1 (stereo unspecified)	-3
CCOC(=O)C1(C)CCCCCN1C(=O)/C=C/c1ccccc1 (stereo unspecified)	-1
O=C(NCc1ccc(F)c(F)c1)C1Cc2c(-c3ccc4c(c3)OCO4)ccnc2O1 (stereo unspecified)	-1
CC1(Oc2cccc(Cl)c2)CCN(Cc2ccc(OC(F)(F)F)cc2)C1 (stereo unspecified)	-1
O=C(c1ccccc1OC(F)F)N1CCN(S(=O)(=O)/C=C/c2ccccc2)CC1	-2
O=C1CCC[C@H]2C[C@H](NCc3ccco3)CC[C@]23CCCN13	-1
Fc1ccc(Nc2nc(NCc3cccs3)nc3ccsc23)cc1	-1
O=C(NCc1ccc(Cl)nc1)c1csc(COCCO)n1	0
O=C(NCc1ccccc1)c1cc(C2CCCCN2C(=O)c2ccc(Cl)cc2)on1 (stereo unspecified)	-3
COc1cc(-c2cnc3c(NC=O)cc(-c4cccc(C(=O)NCCN(C)C)c4)cn23)cc(OC)c1OC	12
COc1ccc2nc(NN=Cc3cccc(C)n3)cc(C)c2c1	4
Cc1cccc(C)c1OCc1cccc(C2Nc3ccccc3C(=O)N2Cc2ccco2)c1 (stereo unspecified)	0
COc1cccc(Nc2nc(C(C)N)cs2)n1 (stereo unspecified)	21
O=C(NCc1cccnc1)c1cc(C2CCCCN2C(=O)OCc2ccccc2)on1 (stereo unspecified)	-1
CCN(CC)C(=O)c1cccc(-c2csc(C(O)c3cccc(Cl)c3)n2)c1 (stereo unspecified)	-1
Cc1nc2ccc(C(=O)N3CCN(C(=O)C(C)(C)C)CC3)cc2n1C1CCCC1	-2
CCOC(=O)C1(C)CCCN(C(=O)c2snnc2C)C1 (stereo unspecified)	-1
COc1ccccc1-c1csc(C(NC(C)=O)c2ccccc2)n1 (stereo unspecified)	0
COc1ccc([C@H]2OC(=O)C[C@H]2C(=O)N2CCN(c3ccccc3Cl)CC2)cc1OC	-2

Next part
SMILES	NSD2 inh
CCCC(=O)Nc1cc(C)c(NC(=O)Cc2ccccc2)cn1	4
COc1cccc(Nc2nc(C(N)Cc3ccccc3)cs2)n1 (stereo unspecified)	17
CCOc1ccc(-c2cc(C(=O)NC3CCCCC3)[nH]n2)c(C)c1	-2
CCOC(=O)C1(C)CCCN1C(=O)c1ccc(C)cc1 (stereo unspecified)	-1
COc1cccc(CNc2nc(NCc3cccs3)nc3ccsc23)c1	1
CC1(C(=O)Nc2ccc3c(c2)OCCO3)CCN1C(=O)C1(c2ccccc2)CC1 (stereo unspecified)	1
Cc1cccc2cc(C(=O)CS(=O)(=O)c3ccc(Cl)cc3)c(=O)oc12	1
O=S(=O)(c1cccs1)N1CN(C2CCCC2)c2nc3ccccc3nc21	8
CN(C)CCCNc1nc2cc(-c3ccn[nH]3)sc2c(=O)n1C	1
CC(=O)Nc1ccc(-c2ccnc3c2CC(C(=O)Nc2ccc4c(c2)OCO4)O3)cc1 (stereo unspecified)	0
CCNC(=O)C1(C)CCCN(C(=O)c2sccc2C)C1 (stereo unspecified)	-1
CC(C)(C)c1ccc(C(O)c2ncc(-c3ccc(F)cc3)[nH]2)cc1 (stereo unspecified)	2
CCOC(=O)C(=Cc1ccc(N(C)C)cc1)C(=O)c1ccccc1	1
COc1ccc(C(=O)Nc2ccc(N3CCN(C(C)=O)CC3)cc2)cc1[N+](=O)[O-]	3
Cc1cc(C)cc(C(O)c2ncc(-c3ccccc3C(F)(F)F)[nH]2)c1 (stereo unspecified)	1

A portion of the library; rates above refer to the full screens.
